# High-throughput results: PubChem, several laboratories
# CRFR2-BP ag – agonists of CRF-BP/CRF-R2 complex, primary screen, cell-based, HEK293, calcium dye fluorescence, uHTS | 0.46% of 350,000 active | AID 588473, 2011 | activation, % at 13.2 µM | calcium dye fluorescence (FLIPR); percent of saturating CRF peptide response | CRF-binding protein / CRF receptor 2 complex (human);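 active = activation of at least 50%, plus an integration ratio under a set limit after plate pattern correction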;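 note: plate controls were neutral control wells without compound for no effect and CRF at EC100 for full effect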
# IDE inh – human IDE inhibitors in live cells, primary screen, fluorescence polarization, HEK cells, FAbetaB substrate; inhibition, % at 5.59 µM; Insulin-degrading enzyme (Homo sapiens), P14735; 0.41% of 320,000 active; FAbetaB cleavage;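 active = percent inhibition above the average of all tested compounds plus 3 SD, set per screening campaign, cut at about 16% in these data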;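 note: IDE supplied by intact live HEK cells; FP after avidin binding of uncleaved biotin substrate so inhibition keeps polarization high; 0% = DMSO wells and 100% = 60 µM reference IDE inhibitor Ii1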
# IDE cell activ – human IDE activators in live cells, primary screen, fluorescence polarization, HEK cells, FAbeta-B substrate. FAbeta-B cleavage; 0% vehicle, 100% cell-free pure enzyme wells. Insulin-degrading enzyme (Homo sapiens), P14735. 0.073% of 340,000 active. activation, % at 5.96 µM. AID 493087, 2011;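 active = activation above the mean of all tested compounds plus 3 SD, set per screening campaign, cut at about 17% in these data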
# PHOSPHO1 block – PubChem AID 1565; Phosphoethanolamine/phosphocholine phosphatase (Homo sapiens), Q8TCT1; recombinant PHOSPHO1, absorbance phosphatase assay; inhibition, % at 13.3 µM; 1.1% of 290,000 active; in the data active = inhibition above about 60%
# Target sequence (Q8TCT1 whole entry, looked up): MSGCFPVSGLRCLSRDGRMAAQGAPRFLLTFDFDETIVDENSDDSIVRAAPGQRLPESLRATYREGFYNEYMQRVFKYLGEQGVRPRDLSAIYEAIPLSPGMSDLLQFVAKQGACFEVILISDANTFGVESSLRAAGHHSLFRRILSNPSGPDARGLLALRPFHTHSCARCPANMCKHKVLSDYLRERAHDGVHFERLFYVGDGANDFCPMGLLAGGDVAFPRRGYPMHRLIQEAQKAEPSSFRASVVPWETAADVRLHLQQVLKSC
# CHRM4 PAM – human M4 muscarinic receptor positive allosteric modulators, primary screen, CHO-K1 cells, Fluo-8 calcium fluorescence. 0.4% of 360,000 active. Muscarinic acetylcholine receptor M4 (Homo sapiens), P08173. CHO-K1 hM4/Gqi5, ACh EC20; 0% = ACh EC20, 100% = maximal ACh. activation, % at 3 µM;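 active = activation above its plate's cutoff, the mean activation of sample wells plus 3 SD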; note: some results filed as inactive read as strong as hits
# Target sequence (P08173 whole entry, looked up): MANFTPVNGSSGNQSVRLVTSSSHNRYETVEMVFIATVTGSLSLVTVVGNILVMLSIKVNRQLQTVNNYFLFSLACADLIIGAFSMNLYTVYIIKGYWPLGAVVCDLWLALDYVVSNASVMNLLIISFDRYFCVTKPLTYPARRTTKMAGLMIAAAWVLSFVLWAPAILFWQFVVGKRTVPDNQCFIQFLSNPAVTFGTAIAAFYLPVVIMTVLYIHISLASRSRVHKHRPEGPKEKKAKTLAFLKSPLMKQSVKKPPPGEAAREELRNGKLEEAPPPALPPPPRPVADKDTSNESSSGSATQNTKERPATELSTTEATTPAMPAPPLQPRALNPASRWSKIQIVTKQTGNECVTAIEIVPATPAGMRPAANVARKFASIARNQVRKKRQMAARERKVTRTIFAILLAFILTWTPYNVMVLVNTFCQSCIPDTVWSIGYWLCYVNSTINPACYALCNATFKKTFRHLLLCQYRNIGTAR
# CRFR2-BP antag – antagonists of CRF-BP/CRF-R2 complex, primary screen, cell-based, HEK293, calcium dye fluorescence, uHTS | CRF-induced calcium fluorescence | inhibition, % at 11.8 µM | 0.59% of 350,000 active | AID 588475, 2011;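 active = inhibition of the ligand-induced calcium signal above about 50% at the single tested concentration, limit read from the data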
# GalR3 antag – GalR3 antagonists in HEK293 cells, primary screen, cell-based, fluorescence readout | HEK293 GalR3-CNG cAMP membrane potential fluorescence; galR3 body fused to GalR1 C-terminus | 0.44% of 360,000 active | Galanin receptor type 3 (Homo sapiens), O60755 | AID 651719, 2012 | inhibition, % at 3 µM;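 active = inhibition above the screen-wide average plus 3 SD, cut at about 13% in these data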;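 note: forskolin and galanin both at EC90 stimulate the cells; cAMP rise reported by CNG channel membrane potential dye signal; 0% = forskolin plus galanin with DMSO and 100% = forskolin alone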
# Target sequence (O60755 1-299 limits assumed): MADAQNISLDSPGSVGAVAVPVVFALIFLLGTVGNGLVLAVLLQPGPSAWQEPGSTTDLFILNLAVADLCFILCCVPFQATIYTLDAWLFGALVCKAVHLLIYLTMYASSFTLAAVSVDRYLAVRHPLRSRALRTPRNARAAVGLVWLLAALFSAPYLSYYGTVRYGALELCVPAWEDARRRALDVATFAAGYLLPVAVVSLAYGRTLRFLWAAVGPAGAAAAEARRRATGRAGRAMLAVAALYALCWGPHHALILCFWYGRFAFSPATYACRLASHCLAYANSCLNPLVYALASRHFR
# pCIP destab – p/CIP-EGFP fusion destabilizers, primary screen, fluorescence, F442A cells; 16 h; decrease of EGFP signal, % at 10 µM; Q05BA5; 0.01% of 290,000 active;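 active = EGFP signal decrease of at least 30% at 10 µM or well 3 SD below plate mean, unless failing retest; inactive = the rest, including hits failing retest or dose response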; note: some compounds called inactive have numbers as strong as hits; many of its hits are not listed in these tables
# MEKK3 PB1 HTS – modulators of MEKK3-MEK5 PB1 binding, primary screen, biochemical, wildtype MEKK3, multiplex bead flow cytometry, Alexa488-MEK5 | bead-based flow cytometry, Alexa488-MEK5 binding to MEKK3; actives lie on both sides; 0 = blocked by unlabeled MEK5, 100 = vehicle | binding response (% of control), % at 10 µM | 1.4% of 290,000 active;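 active = binding response more than 3 SD above or below the average of its plate-row segment, actives on both sides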;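 note: Alexa488 bead fluorescence after subtracting the streptavidin-only scavenger bead signal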
# Active calls of the source: *; · = no result given; [ ] = remark or other dose. An unsorted share of the library. Share with any hit: about 4.2%.
SMILES,CRFR2-BP ag,IDE inh,IDE cell activ,PHOSPHO1 block,CHRM4 PAM,CRFR2-BP antag,GalR3 antag,pCIP destab,MEKK3 PB1 HTS
COc1cc(C)nc(N2CCC(C(=O)NC3CCCCC3)CC2)n1,-1.1,4,0,14,1,-5,-3,-5,95
CCN1C(=O)[C@H]2[C@@H](c3ccc(-c4ccc(C(C)=O)cc4)cc3)N[C@@](Cc3ccccc3)(C(=O)OC)[C@H]2C1=O,0.5,4,-2,·,24*,1,-3,·,·
CCOC(=O)C1CCCN(C2CC(=O)N(c3ccc(C)c(C)c3)C2=O)C1 (stereo unspecified),1.5,4,4,-8,0,1,6,-10,102
CCC(=O)Nc1c(C(=O)N2CCN(c3ccccn3)CC2)cnn1-c1ccc(C)cc1,0.3,-1,0,-20,1,9,0,5,98
CCCC(C(=O)NCc1ccccc1)N(C(=O)Cn1nnc(-c2cccs2)n1)c1ccc2c(c1)OCCO2 (stereo unspecified),2.5,1,2,-8,-2,8,-3,1,98
CC1(C)CCCN(Cc2c(O)ccc3c(=O)c(-c4nc5ccccc5s4)c(N)oc23)C1,2.9,-2,5,37,-13,-12,4,-1,108
CCOC(=O)c1c(SCC(=O)Nc2nccs2)nc(C)c(C)c1C,0.5,·,0,23,-9,-16,0,1,100
COc1ccc(C(=O)N/N=C/c2ccc(SC)cc2)cc1,-0.7,4,-1,-3,5,31,-5,-10,94
Cn1nc(C(=O)NCCOc2ccccc2)c2ccccc2c1=O,-2.4,4,5,0,4,-2,7,2,103
Cc1cccc(-c2onc3ccc(C(=O)/C=C/N(C)C)cc23)c1,-0.6,0,-20,·,2,-2,-2,-7,96
COC(=O)c1ccc(C(=O)OC)c(NC(=S)N2CCN(c3cc(Cl)ccc3C)CC2)c1,2.2,-4,0,4,16,-1,-11,-3,93
O=C(/C=C/c1ccc(S(=O)(=O)N2CCOCC2)cc1)NC(=S)Nc1ccc(Cl)cc1Cl,1.3,-2,4,30,15,-36,-7,-1,79
CCOC(=O)c1c(C)n(C)c2ccc(O)c(S(=O)(=O)c3ccccc3)c12,-0.6,1,2,18,1,1,·,2,102
Cc1ccc(CNC(=O)COC(=O)Cc2ccc(-c3ccccc3)cc2)cc1,-1.0,6,8,-2,1,14,-6,9,104
Cc1nnc(SCC(N)=O)n1CCc1ccccc1,0.9,-2,-2,2,5,-17,-4,-1,136*
CC1CN(C(=S)Nc2ccccc2F)CC(C)O1 (stereo unspecified),-1.8,-7,4,24,-3,7,-4,-13,106
Cc1ccc2c(cnn2C(=O)CCCC(=O)NCc2cccc(F)c2)c1,-1.4,3,7,23,8,27,·,-12,102
CCOC(=O)C(=CNc1cc(C)nn1-c1ccccc1)C(=O)OCC,5.5,-3,2,10,10,16,-3,-13,107
CC(=NCCc1c(C)[nH]c2ccc(OC(F)(F)F)cc12)C1=C(O)CC(c2ccccc2)CC1=O (stereo unspecified),0.8,9,7,36,4,13,-4,4,113
COc1ccc(C(=O)COC(=O)Cn2[nH]c(=O)c3ccccc3c2=O)c(OC)c1,-2.9,10,2,·,-2,-1,-5,·,·

# Given field by field: two of the compounds above
CCOC(=O)c1c(C)n(C)c2ccc(O)c(S(=O)(=O)c3ccccc3)c12
  CRFR2-BP ag: -0.6
  IDE inh: 1
  IDE cell activ: 2
  PHOSPHO1 block: 18
  CHRM4 PAM: 1
  CRFR2-BP antag: 1
  GalR3 antag: ·
  pCIP destab: 2
  MEKK3 PB1 HTS: 102

CC1CN(C(=S)Nc2ccccc2F)CC(C)O1 (stereo unspecified)
  CRFR2-BP ag: -1.8
  IDE inh: -7
  IDE cell activ: 4
  PHOSPHO1 block: 24
  CHRM4 PAM: -3
  CRFR2-BP antag: 7
  GalR3 antag: -4
  pCIP destab: -13
  MEKK3 PB1 HTS: 106

# Next results follow.
SMILES,CRFR2-BP ag,IDE inh,IDE cell activ,PHOSPHO1 block,CHRM4 PAM,CRFR2-BP antag,GalR3 antag,pCIP destab,MEKK3 PB1 HTS
Cc1cc(C)c(C)c(C(=O)COC(=O)CNC(=O)CNC(=O)c2ccco2)c1C,9.0,-4,-5,8,7,21,-7,-8,101
Cc1cc(C)cc(NC2=CC(=O)CC(c3ccco3)C2)c1 (stereo unspecified),0.7,6,0,-6,-2,14,-4,-8,100
Cc1ccc(CNC(=O)CCC(=O)N2CC(C)Oc3ccc(Cl)cc32)cc1 (stereo unspecified),-4.2,-2,1,5,0,14,·,-8,98
CN1CCN(C(CNS(=O)(=O)c2ccc(Cl)cc2)c2cccnc2)CC1 (stereo unspecified),-2.1,-3,4,-3,5,-16,-2,-2,101
CC(=O)c1csc(COc2ccccc2)n1,-4.1,8,1,8,8,-5,0,1,91
Cn1c(Cn2c(=O)sc3ccccc32)nnc1SCC(=O)Nc1ccc2c(c1)OCO2,-0.8,2,-3,·,9,-10,2,·,100
Cc1cc(NC(=O)/C=C/C(=O)N(CC(=O)NC2CCCC2)c2cccc3ccccc23)no1,1.0,1,3,-3,9,8,-6,12,103
O=C(O)/C=C/c1cn(Cc2ccccc2)nc1-c1ccccc1,-3.7,1,-2,30,11,8,1,-8,103
CN1CCc2c(sc3nc(SCC(=O)NCc4ccco4)n(-c4ccccc4)c(=O)c23)C1,0.7,5,-3,24,3,1,3,-3,97
Cc1ccc(C)c(N2C(=O)C3C4C=CC(CC4)C3C2=O)c1 (stereo unspecified),-0.2,1,3,44,7,4,1,-3,103
COc1c2occc2c(OC)c2c(=O)cc(C)oc12,-1.9,1,-1,-28,-4,-37,·,-6,89
COc1cccc(-c2cc(C(F)(F)F)nc(-n3cccn3)n2)c1,-1.1,-3,4,-3,7,-16,4,8,105
O=C1NC(N2CCOCC2)=N/C1=C/c1ccc2c(c1)OCO2,-0.5,-1,0,30,8,7,-2,3,102
CC(C)(C)n1nnnc1C(c1cccs1)N(Cc1cccnc1)Cc1ccccc1Cl (stereo unspecified),-1.1,1,5,-14,-4,35,-3,-6,97
Cc1cc(NC(=O)c2ccoc2C)ccc1Br,1.2,-1,5,·,-1,-4,-4,·,·
O=c1c2ccccc2nc(SCc2cccc(F)c2)n1C1CCCC1,14,5,1,-6,-2,-72,-4,-5,94
CCOC(=O)c1c(C)nc2sc3c(=O)n(-c4ccc(OC)cc4)cnc3c2c1-c1ccc(OC)cc1,4.2,1,4,24,-1,-4,-2,6,102
O=C1NN(c2ccccc2)C(=O)C2C1C1C=CC2C12CC2 (stereo unspecified),-1.9,4,5,4,8,0,-4,-9,102
O=C(NC1CCCCCCC1)c1c(O)c2ccccc2[nH]c1=O,0.4,-2,4,7,10,-2,3,-11,97
CCn1c(-c2ccco2)n[nH]c1=S,-3.2,0,0,41,4,3,-4,8,99
CCOC(=O)Cc1csc(NC(=O)CC)n1,0.9,-1,5,21,4,6,-1,2,99
C[C@@H]1CN([C@@H](C)CO)C(=O)CCCn2nncc2CO[C@@H]1CN(C)C(=O)C1CCCCC1,7.1,·,·,·,6,13,-5,·,·
O=C(CS(=O)(=O)Cc1ccccc1)Nc1nc2c(s1)CCCC2,-1.4,7,-7,1,5,-21,-9,-1,107
c1ccc(Cc2noc(CN3CCCN(C4Cc5ccccc5C4)CC3)n2)cc1,2.1,1,-1,23,-28,6,4,-20,115
COc1ccccc1N1CCN(C(=O)CSc2nnc(NC(=O)C3CC3)s2)CC1,-0.6,-1,8,-8,3,4,5,-5,101
COCCOc1ccc(C(F)(F)F)cc1NC(=O)CN1C(=O)NC(C)(c2ccc3c(c2)OCO3)C1=O (stereo unspecified),0.0,4,-2,·,1,4,-1,·,·
O=C(NCCS(=O)(=O)N1CCc2ccccc2C1)c1ccccc1,4.5,1,2,·,7,-2,-3,·,·
CC(C)(C)OC(=O)NCCCC[C@H](NC(=O)c1nc[nH]c1C(=O)NCc1ccccc1)C(=O)OC(C)(C)C,-0.6,4,0,18,-6,14,1,-10,105
Cc1ccc(NC(=O)c2noc3c2CCC3)cc1C,-1.3,·,0,11,9,-18,-2,0,104
Cc1nc(NCCNC(=O)c2ccco2)c2c(C)c(C)sc2n1,-0.5,3,4,-20,2,-3,0,2,104
COc1ccc(-c2nc(CS(=O)CC(=O)NCCCN3CCOCC3)c(C)o2)cc1OC (stereo unspecified),0.1,8,4,21,-4,-11,-9,-12,101
CCN(CC)S(=O)(=O)c1ccc(C(=O)N2CCN=C2SCc2cccnc2)cc1,-1.5,-5,3,-7,0,-6,1,-4,106
O=C(CC(NC(=O)OCc1ccccc1)c1nn[nH]n1)OCc1ccccc1 (stereo unspecified),-1.4,·,·,·,1,-12,-2,·,·
Cc1ccccc1-c1nc(C#N)c(N2CCC(C)CC2)o1,0.9,-4,3,42,-10,-1,9,-7,111
O=C(C1CCN(S(=O)(=O)N2CCCCC2)CC1)N1CCCCC1,0.1,1,-4,-3,1,-3,0,5,90
CC(=O)N/C(N)=N/c1nc2cc(C)ccc2o1,-3.1,4,3,6,-25,8,-3,9,104
CC1(C)NC(=O)N(CC(=O)Nc2ccc(-n3cnnn3)cc2)C1=O,-3.0,3,4,·,2,7,-6,·,·
Cc1ccc(Cn2nnc3c(=O)[nH]c(C4CCCN(S(=O)(=O)c5ccccc5F)C4)nc32)cc1 (stereo unspecified),-1.0,-22,1,36,1,-1,-5,-3,100
COc1ccccc1C(=O)NCCC(=O)Nc1ccc(S(=O)(=O)N2C(C)CCCC2C)cc1 (stereo unspecified),-0.5,-3,1,·,2,-6,-5,·,·
Cc1c2cn[nH]c(=O)c2c(C)n1-c1ccccc1,-1.9,0,3,15,9,-6,-8,12,105
CCOc1ccc(NC(=O)C2CC(=O)N(CC)C(=Nc3ccc4c(c3)OCO4)S2)cc1 (stereo unspecified),-0.4,-1,-2,3,-4,3,-2,-12,100
CCOC(=O)Cc1csc(NC(=O)/C=C/c2ccco2)n1,4.7,3,3,19,5,-7,2,-11,85
C=CCn1c(C(CC(C)C)CC(C)O)n[nH]c1=S (stereo unspecified),0.9,8,0,-10,2,11,-2,-4,100
C=CCOc1c(Cl)cc(/C=N/O)cc1OC,0.1,-1,3,-30,2,-3,1,-2,93
Cc1ccc(S(=O)(=O)Nc2cc(C(F)(F)F)ccc2N2CCOCC2)cc1,8.1,3,-4,-7,-3,-39,-6,-8,98
C#CCn1cc(C=C2C(=O)c3ccccc3C2=O)c2ccccc21,41,·,-2,-14,8,-46,-6,7,36*[inhibitor]
Cc1ccc(-n2nnc3c(=O)n(CC(N)=O)cnc32)cc1,-0.4,0,3,28,1,3,-7,-6,107
CSc1ccccc1NC(=O)Nc1cccc(Cl)c1Cl,0.4,2,3,5,-12,1,-4,6,101
COc1cccc(C(=O)N2CCN(S(=O)(=O)Cc3ccccc3)CC2)c1OC,1.5,9,1,27,4,13,-6,2,96
Cc1sc2c(c1C)c(=O)n(-c1ccc(F)cc1)c(=O)n2CC(=O)NCc1ccco1,-1.5,·,5,-9,0,26,-1,-3,103
